CHRM5 PAM = human M5 muscarinic receptor positive allosteric modulators, primary screen, CHO-K1 cells, Fluo-8 calcium fluorescence | CHO-K1 hM5, ACh EC20 PAM; 0% = ACh EC20, 100% = ACh EC100 | AID 624038, 2012 | Muscarinic acetylcholine receptor M5 (Homo sapiens), P08912 | activation, % at 3 µM | actives 0.3% (n = 360,000);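 active means activation above the run cutoff, the mean activation of all test compounds plus 3 SD, cut at about 18% in these data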
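Replicates: One well per compound, no replicates | System: Human M5 receptor in CHO-K1 cells | Benchmarks: Low control EC20 acetylcholine (0%), high control EC100 acetylcholine (100%) | Probe or stimulus: Acetylcholine, EC20 level | Times: Fluo-8 loading 80 min at 37 °C plus 30 min room temperature | Signal: Intracellular calcium via Fluo-8 fluorescence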
M5 antag = human M5 muscarinic receptor antagonists, primary screen, CHO cells, Fluo-8 calcium fluorescence. inhibition, % at 3 µM. actives 0.59% (n = 360,000). AID 624040, 2012. CHO-hM5 cells, ACh EC80;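 active means inhibition above a per-plate cutoff, the mean of that plate's test compounds plus 3 SD, cut at about 27% in these data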;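 further: 0% = acetylcholine EC80 with DMSO and 100% = DMSO without agonist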
CHRM5 agonist = human M5 muscarinic receptor agonists, primary screen, CHO-K1 cells, Fluo-8 calcium fluorescence; Muscarinic acetylcholine receptor M5 (Homo sapiens), P08912; CHO-K1 hM5 cells; 0% DMSO wells, 100% maximal acetylcholine response; activation, % at 3 µM; actives 0.19% (n = 360,000);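 active means activation above the run's mean over test compounds plus 3 SD, cut at about 23% in these data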;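 further: signal is peak over basal fluorescence ratio across the kinetic read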
CRFBP-R2 block = antagonists of CRF-BP/CRF-R2 complex, primary screen, cell-based, HEK293, calcium dye fluorescence, uHTS; CRF-induced calcium fluorescence; inhibition, % at 11.8 µM; actives 0.59% (n = 350,000); AID 588475, 2011;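 active means inhibition of the ligand-induced calcium signal above about 50% at the single tested concentration, limit read from the data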
CRFR2-BP ag = agonists of CRF-BP/CRF-R2 complex, primary screen, cell-based, HEK293, calcium dye fluorescence, uHTS; CRF-binding protein / CRF receptor 2 complex (human); calcium dye fluorescence (FLIPR); percent of saturating CRF peptide response; activation, % at 13.2 µM; actives 0.46% (n = 350,000); AID 588473, 2011;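 active means activation of at least 50%, plus an integration ratio under a set limit after plate pattern correction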;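 further: plate controls were neutral control wells without compound for no effect and CRF at EC100 for full effect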
CHRM4 agonist = human M4 muscarinic receptor agonists, primary screen, CHO-K1 cells, Fluo-8 calcium fluorescence. Muscarinic acetylcholine receptor M4 (Homo sapiens), P08173. actives 0.14% (n = 360,000). CHO-K1 hM4/Gqi5; vehicle 0%, full acetylcholine response 100%. activation, % at 3 µM;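 active means activation above the run mean over all test wells plus 3 SD, cut at about 32% in these data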;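 further: peak over basal fluorescence ratio per well then scaled between controls; 0% = DMSO wells and 100% = acetylcholine at EC100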
Target sequence (P08173 whole entry, looked up): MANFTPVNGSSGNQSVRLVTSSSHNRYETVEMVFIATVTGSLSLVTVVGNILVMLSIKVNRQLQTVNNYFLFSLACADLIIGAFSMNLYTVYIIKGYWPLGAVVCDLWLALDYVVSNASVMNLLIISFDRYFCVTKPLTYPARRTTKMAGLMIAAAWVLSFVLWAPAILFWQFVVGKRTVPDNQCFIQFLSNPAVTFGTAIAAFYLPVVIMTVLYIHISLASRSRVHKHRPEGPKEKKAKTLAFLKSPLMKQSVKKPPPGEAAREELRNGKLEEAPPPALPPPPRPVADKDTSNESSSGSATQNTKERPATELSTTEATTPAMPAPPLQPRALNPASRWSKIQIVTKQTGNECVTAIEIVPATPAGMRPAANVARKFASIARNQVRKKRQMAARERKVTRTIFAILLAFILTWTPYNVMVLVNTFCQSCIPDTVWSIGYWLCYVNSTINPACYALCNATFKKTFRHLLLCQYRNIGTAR
CHRM1 PAM = human M1 muscarinic receptor positive allosteric modulators, primary screen, CHO-K1 cells, Fluo-8 calcium fluorescence, 1536-well; Muscarinic acetylcholine receptor M1 (Homo sapiens), P11229; CHO-K1 hM1, ACh EC20; 0% = ACh EC20, 100% = maximal ACh; activation, % at 3 µM; actives 0.088% (n = 360,000); AID 588819, 2011; in the data active means activation above about 19%, passing the limit was not always enough
Target sequence (P11229 whole entry, looked up): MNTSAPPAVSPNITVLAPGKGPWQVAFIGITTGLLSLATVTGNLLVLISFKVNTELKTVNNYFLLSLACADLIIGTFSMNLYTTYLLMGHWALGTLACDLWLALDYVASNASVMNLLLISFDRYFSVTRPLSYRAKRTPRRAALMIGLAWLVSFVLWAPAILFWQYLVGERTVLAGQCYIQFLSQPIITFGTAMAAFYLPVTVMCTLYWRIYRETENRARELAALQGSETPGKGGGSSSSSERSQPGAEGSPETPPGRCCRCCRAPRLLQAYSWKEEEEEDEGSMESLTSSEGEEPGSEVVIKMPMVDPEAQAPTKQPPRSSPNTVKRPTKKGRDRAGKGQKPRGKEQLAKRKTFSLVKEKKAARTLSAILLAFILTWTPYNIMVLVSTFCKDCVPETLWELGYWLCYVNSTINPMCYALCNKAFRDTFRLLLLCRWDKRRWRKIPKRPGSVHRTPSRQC
CHRM4 PAM = human M4 muscarinic receptor positive allosteric modulators, primary screen, CHO-K1 cells, Fluo-8 calcium fluorescence. actives 0.4% (n = 360,000). activation, % at 3 µM. Muscarinic acetylcholine receptor M4 (Homo sapiens), P08173. CHO-K1 hM4/Gqi5, ACh EC20; 0% = ACh EC20, 100% = maximal ACh;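 active means activation above its plate's cutoff, the mean activation of sample wells plus 3 SD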; further: some results filed as inactive read as strong as hits
M4 antag = human M4 muscarinic receptor antagonists, primary screen, CHO cells, Fluo-8 calcium fluorescence | Muscarinic acetylcholine receptor M4 (Homo sapiens), P08173 | CHO-hM4 cells, ACh EC80 | inhibition, % at 3 µM | actives 0.73% (n = 360,000) | AID 624125, 2012;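 active means inhibition above its plate's cutoff, the mean inhibition of sample wells plus 3 SD, cut at about 27% in these data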;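 further: 0% = acetylcholine EC80 with DMSO and 100% = DMSO without agonist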
The depositor's hits bear a star; x = no result given. Rows were taken by chance. Share with any hit: about 2.6%.

SMILES | CHRM5 PAM | M5 antag | CHRM5 agonist | CRFBP-R2 block | CRFR2-BP ag | CHRM4 agonist | CHRM1 PAM | CHRM4 PAM | M4 antag
CCN(CC(=O)Nc1ccccc1C(F)(F)F)C(=O)CSCc1c(C)noc1C | 0 | 3 | 2 | 5 | 0.5 | 2 | -1 | 4 | -12
O=c1c(Cc2ccc(F)cc2)c(O)ccn1CCCn1ccnc1 | -3 | 6 | -4 | 3 | -0.8 | 1 | -3 | -4 | 6
O=C(CCc1nnc2ccc(N3CCC4(CC3)OCCO4)nn12)Nc1cc(F)ccc1F | -6 | 5 | -2 | -11 | -1.2 | 2 | 2 | -3 | 13
CC(=O)OCc1cc(=O)n(C)c(=O)n1C | -2 | 11 | 1 | -1 | -0.1 | 1 | 2 | 0 | 2
COc1ccc2[nH]c(C(=O)N/N=C/c3cc(OC)c(OC)c(OC)c3)cc2c1 | -12 | 0 | 2 | -20 | -2.3 | 18 | -4 | -1 | -18
O=C(NC1CCOc2ccccc21)c1ccc(Cl)nc1 (configuration not stated) | -1 | 8 | 0 | 3 | 0.5 | 1 | 2 | -5 | -5
COCC1CCCN(C(=O)c2cc(COc3ccc(C(C)=O)cc3)on2)C1 (configuration not stated) | 4 | 4 | 1 | 5 | 1.0 | 5 | 4 | 4 | -8
CCOC(=O)C1=CN(Cc2ccco2)S(=O)(=O)N(C)C1c1ccc(F)c(Cl)c1 (configuration not stated) | -4 | -6 | -1 | 6 | -1.9 | 1 | -4 | -4 | -15
Cc1cc(C)n2nc(C(=O)OCC(=O)c3ccccc3Cl)nc2n1 | 0 | 6 | -1 | -10 | 3.3 | 1 | 3 | 1 | 4
Cn1c(=O)c([N+](=O)[O-])c(NCCc2ccccc2)c2ccccc21 | -6 | 4 | -1 | -28 | -1.1 | 3 | 5 | 20 | 5
CCCCN(CCCC)S(=O)(=O)c1ccc2oc(C(=O)N3CCOCC3)c(C)c2c1 | -5 | 1 | -4 | 9 | -2.0 | 1 | -3 | -6 | 0
CCCCC(CCC(=O)Nc1ccc(C(=O)OCC)cc1)C(=O)O (configuration not stated) | 4 | -7 | -2 | 17 | 1.0 | 0 | 5 | 14 | -6
CN(C)C(=S)SCC(=O)NCc1ccc(F)cc1 | 1 | 1 | -9 | 2 | 1.1 | 0 | 15 | -3 | 0
CCC(C(=O)OCC(=O)Nc1c(Cl)cccc1Cl)c1ccccc1 (configuration not stated) | -8 | 4 | -1 | 16 | 1.8 | 0 | 4 | -1 | 5
CC(=O)c1cccc2c(O)c(C3=Nc4ccccc4C3=O)[nH]c12 | 9 | -8 | -2 | -4 | 0.8 | 2 | 4 | 25* | 11
Cc1cc(NC(=O)C(C)(C)C)no1 | -10 | 8 | -3 | -19 | 1.6 | 0 | -6 | 1 | 2
CC(C)CC(NS(=O)(=O)OCC(Cl)(Cl)Cl)c1ccccc1 (configuration not stated) | -24 | 12 | -8 | -10 | -0.4 | 0 | -21 | -15 | 30*
Cc1cc([N+](=O)[O-])nn1Cc1ccc(F)cc1 | 3 | 9 | -7 | 1 | -2.6 | 0 | 11 | -5 | -4
COc1cccc(C#CC2=CC(=O)C[C@H](c3ccc(F)cc3)C2)c1 | -3 | 8 | 0 | -6 | 0.4 | -1 | -4 | 0 | -3
Cc1ccc(N2C(=O)N3[C@@H]4c5ccccc5OC[C@@H]4[C@@H](c4ccccc4)[C@@]3(C)C2=O)cc1 | -5 | 11 | -1 | -11 | 2.0 | 0 | 1 | -5 | 3
COC(=O)C1=C(N)Oc2cc(C)[nH]c(=O)c2C1c1ccncc1 (configuration not stated) | 20* | -17 | 0 | -3 | 3.4 | 0 | 4 | 6 | 1
COc1c(C(C)C)cc(NC(C)=O)cc1C(C)C | 4 | 2 | -1 | 14 | -4.5 | 0 | 4 | 10 | -9
O=C(COC(=O)CCc1c[nH]c(=O)[nH]1)Nc1ccccc1Cl | 4 | -2 | 3 | 1 | 2.1 | 0 | 11 | 8 | 0
C=CCOc1ccc(-c2nc3c(c(=O)[nH]c(=O)n3CCCC)n2C)cc1OC | 1 | -5 | -1 | 17 | -2.5 | 1 | 7 | 2 | -2
CC(C)CN1CCN(C(=O)CCc2nnc(Cc3c[nH]c4ccccc34)o2)[C@@H](C)C1=O | 5 | -13 | -3 | 6 | -0.2 | 1 | 7 | 3 | 3
The listing continues.
SMILES | CHRM5 PAM | M5 antag | CHRM5 agonist | CRFBP-R2 block | CRFR2-BP ag | CHRM4 agonist | CHRM1 PAM | CHRM4 PAM | M4 antag
CC(=O)NCCC(=O)Nc1ccc(C(N)=O)cc1 | 5 | 4 | 3 | 17 | -1.8 | 1 | 7 | -8 | 3
CCOC(=O)c1ccc(NS(=O)(=O)c2c(N)[nH]c(=O)[nH]c2=O)cc1 | 3 | 9 | 3 | 3 | -0.6 | 1 | 4 | 3 | 8
O=c1c(Cc2ccc(F)cc2)c(O)ccn1Cc1cccc(Cl)c1 | 5 | 1 | -4 | -1 | -3.0 | 3 | 0 | 15 | -10
Cn1nccc1-c1ccc(C(=O)NCc2ccc(Cl)cc2)c2occc12 | -8 | 6 | 1 | x | x | 11 | -14 | -10 | 3
Cc1nn(-c2ccccc2)c(C)c1NC(=O)c1cccs1 | 11 | -1 | -6 | -3 | 0.6 | 0 | 1 | 9 | -5
O=C(CCC1CCCN(C(=O)CCN2CCCCC2=O)C1)NCc1ccccc1F (configuration not stated) | -2 | -5 | -3 | -7 | -1.4 | 0 | 3 | 3 | 2
CC(=O)N1SC(N)=NC1c1ccccc1 (configuration not stated) | 4 | -9 | -2 | 7 | -1.9 | 0 | 6 | 5 | 10
O=C(Cn1cnc2ccccc2c1=O)NNC(=O)c1cccc([N+](=O)[O-])c1 | -3 | 5 | 5 | 1 | -0.1 | 1 | 7 | 3 | 2
CCOC(=O)c1sc(NC(=O)C(CC)OC(=O)C(CC(C)C)NC(=O)c2ccccc2)nc1C (configuration not stated) | -12 | 5 | -1 | -26 | -0.6 | 8 | -13 | -10 | 4
Cn1cnnc1SCC(=O)NC(=O)NCc1ccccc1 | 4 | 1 | 0 | 0 | 0.6 | -1 | 12 | 5 | 3
CC(C(=O)N1CCN(Cc2ccc3c(c2)OCO3)CC1)n1cc([N+](=O)[O-])cn1 (configuration not stated) | 1 | -1 | -1 | 16 | 1.3 | 3 | 3 | -1 | -1
O=C(Nc1ccc(F)c(S(=O)(=O)N2CCOCC2)c1)C1CCCCC1 | -23 | 13 | 6 | 7 | 1.8 | 16 | -7 | -7 | -7
O=S(=O)(c1ccc(OCC(O)CN2CCCC2)cc1)N1CCOCC1 (configuration not stated) | -6 | 0 | -8 | 14 | -1.7 | 1 | 5 | 1 | -2
CCOC(=O)c1cn[nH]c1C(F)(F)F | 4 | -5 | 2 | -13 | -1.7 | 1 | 10 | 1 | 7
O=C(NCc1ccccc1CN1CCCCC1)c1ccccc1N1CCCC1=O | 2 | 8 | -1 | -8 | 0.5 | 0 | 3 | 2 | -1
CSc1ccccc1NC(=O)COC(=O)CCCOc1ccc(C)cc1 | 10 | -2 | 1 | 24 | -1.4 | 1 | 9 | 9 | 4
Cc1nn(C)c(C)c1S(=O)(=O)N(CC(=O)N1CCc2ccccc21)c1ccc(C(C)C)cc1 | 1 | 0 | 0 | 7 | 2.0 | -1 | 3 | -2 | -3
Cc1cnc(C2OCCO2)c2cccc([N+](=O)[O-])c12 | 2 | 6 | -1 | 22 | -1.8 | 1 | 8 | 3 | -4
CCOC(=O)C1=CN(Cc2ccco2)S(=O)(=O)N(CC)C1c1cccc(OC)c1 (configuration not stated) | -6 | 1 | -1 | 10 | -1.5 | 0 | 11 | 8 | -13
CS(=O)(=O)Nc1ccc(C(=O)Nc2cccc([N+](=O)[O-])c2)cc1 | -4 | -9 | -1 | 11 | -1.3 | 1 | -6 | -3 | 7
O=c1[nH]c(Cn2nnc(-c3ccccc3)n2)nc2scc(-c3ccccc3)c12 | 1 | -15 | -2 | -9 | 0.2 | 0 | 7 | 22 | -3
COc1ccc(NC(=S)N2CCC(c3ccc(C)cc3)C2)cc1 (configuration not stated) | -6 | -1 | -6 | -2 | -3.2 | 2 | 0 | 3 | -27
COc1ccccc1/C=C(/C(=O)OCC(=O)N(C)Cc1ccccc1)c1ccccc1 | 1 | -1 | -3 | 14 | 4.8 | 1 | 6 | -1 | -5
CNc1ncnc2c1ncn2[C@H]1CN(Cc2ccc(F)cc2)C[C@@H](CO)O1 | -4 | 1 | 0 | x | x | 1 | 7 | 5 | 1
O=C(Cc1cccs1)N(Cc1cccs1)C1(C(=O)NC2CCCC2)CCCCC1 | -22 | 11 | -2 | -6 | 0.7 | 3 | -2 | -7 | 0
Cn1nc(C(F)(F)F)c(CNC(=O)C(C)(C)CCl)c1N1CCOCC1 | 8 | 1 | 0 | 0 | -0.8 | 0 | 9 | -3 | 4
CC(C)C(=O)Nc1ccc(C(=O)c2ccccc2)cc1 | -5 | 1 | -2 | 3 | -1.5 | 0 | 5 | -2 | 11
Cc1ccc(NC(=O)NC2CCCCC2)c(C)c1 | -1 | -9 | 0 | 1 | -2.7 | 1 | 6 | 6 | 2
S=c1[nH]nc(-c2cc(-c3ccccc3)n[nH]2)n1/N=C/c1ccccc1 | 3 | 3 | 3 | -2 | 0.0 | 0 | -8 | -4 | 1
CCC(C)C(=O)Nc1ccccc1N1CCN(c2ccc(F)cc2)CC1 (configuration not stated) | 2 | -1 | 4 | -15 | -0.6 | -1 | 8 | -5 | -1

Some of the entries above, reformatted.
SMILES	CHRM5 PAM	M5 antag	CHRM5 agonist	CRFBP-R2 block	CRFR2-BP ag	CHRM4 agonist	CHRM1 PAM	CHRM4 PAM	M4 antag
CC(=O)OCc1cc(=O)n(C)c(=O)n1C	-2	11	1	-1	-0.1	1	2	0	2
CCOC(=O)c1sc(NC(=O)C(CC)OC(=O)C(CC(C)C)NC(=O)c2ccccc2)nc1C (configuration not stated)	-12	5	-1	-26	-0.6	8	-13	-10	4
COc1ccc2[nH]c(C(=O)N/N=C/c3cc(OC)c(OC)c(OC)c3)cc2c1	-12	0	2	-20	-2.3	18	-4	-1	-18
CCN(CC(=O)Nc1ccccc1C(F)(F)F)C(=O)CSCc1c(C)noc1C	0	3	2	5	0.5	2	-1	4	-12
CS(=O)(=O)Nc1ccc(C(=O)Nc2cccc([N+](=O)[O-])c2)cc1	-4	-9	-1	11	-1.3	1	-6	-3	7

High-throughput results: PubChem, several laboratories
